Compound activity deposited in PubChem BioAssay by several laboratories.
Autophagy mod: alters autophagy in cells; MEF GFP-LC3 puncta imaging; test concentration mostly 10 µM; calls only at 10 µM (by protocol); 190,000 compounds, 0.98% hits; AID 463193;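 active = percentage of spot-positive cells more than 3 SD above its plate mean, without a fluorescence outlier flag or 80% toxicity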;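 note: spot-positive cell cutoff set from DMSO-treated cells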
Ins promoter up: MIN6 insulin promoter up-regulation; MIN6 insulin promoter-GFP reporter, high-content imaging; hits give high values; z-score at 5 µM; 190,000 compounds, 0.3% hits;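 active = z-score above 3 at 5 µM with at least 500 cells counted in the well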
HEK293 NOD2/NF-kB: NOD2 signaling inhibitors, cell-based, luminescence, uHTS, HEK293 (AID 1566) | HEK293 NOD2/NF-kB luciferase reporter, luminescence; higher % means a stronger effect | inhibition, % at 4 µM, or EC50 in µM where a hit was titrated | 290,000 compounds, 0.63% hits; in the data active = inhibition above about 50%; note: many of its hits are not listed in these tables
Yfh1-off respiration: mitochondrial function rescue without frataxin homolog – Friedreich's ataxia, plus single-dose screen, dose response (AID 1465); S. cerevisiae Yfh1-off respiration, WST-1 reduction, 72 h; higher fold induction means a stronger effect; one-dose fold induction at 50 µM; EC50 in µM for titrated hits; 220,000 compounds, 0.074% hits;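 active = fold induction of absorbance versus untreated yeast above a set limit, then at least 30% activation at any dose in follow-up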;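 note: activators that raise dye reduction in frataxin-depleted yeast; strong numbers were not always called active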
b-catenin transl: modulators of beta-catenin nuclear translocation; 190,000 compounds, 0.3% hits; AID 1665; HeLa beta-catenin nuclear translocation, immunofluorescence imaging; nuclear translocation activity, % at 5 µM;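 active = nuclear translocation activity above 50% at 5 µM, with a well cell count of 50 or more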;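 note: per-cell ratio of nuclear to cytoplasmic median beta-catenin stain intensity; plate controls were DMSO negative control for no effect and GSK-3 inhibitor IX positive control for full effect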
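System: HeLa cells, endogenous beta-catenin; compound dosing: 5 µM primary single dose, 0.1% DMSO, 0.02–20 µM confirmation series; incubation: 24 h compound exposure at 37°C, 5% CO2; signal: beta-catenin immunofluorescence imaging with DAPI; evaluation: % activation, nuclear-to-cytoplasmic median beta-catenin signal ratio per cell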
NOD1 NF-kB reporter: NOD1 signaling inhibitors, primary screen, cell-based, luminescence, uHTS (AID 1578); NOD1-driven NF-kB luciferase reporter cells, luminescence; higher % means a stronger effect; inhibition, % at 4 µM; hits with a dose series show EC50 in µM; 290,000 compounds, 1% hits; in the data active = inhibition mostly above about 36%, no sharp cut-off; inactive = mostly below about 34%;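 note: HEK-293T reporter cells stimulated with the NOD1 agonist gamma-tri-DAP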
Dynein cargo inh: blocks dynein driven cargo transport along microtubules. 3617.4 mouse cells, GR-EGFP nuclear translocation imaging; test concentration mostly 20 µM; stimulated with dexamethasone, 1 µM; hits give low values. z-score, hits read low. 220,000 compounds, 0.47% hits;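 active = plate z-score of nuclear minus cytoplasmic receptor signal below a set negative limit, without overly bright fluorescence or cell loss, cut at about -3.5 in these data, passing the limit was not always enough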;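 note: z-score of nuclear minus cytoplasmic ring GR-EGFP intensity difference per well; some compounds called inactive have numbers as strong as hits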
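Schedule: 48 h induction, then 1 h compound, then 30 min agonist, 37 °C. Buffer or medium: tetracycline-free induction medium containing charcoal-stripped FBS. Reagent: 1.0 µM final dexamethasone stimulus. Evaluation: nuclear versus cytoplasmic GR-EGFP signal, averaged per well. Signal: high-content fluorescence imaging after fixation.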
M17LAP inhibition: P. falciparum M17LAP inhibitors, primary screen, biochemical, fluorogenic H-Leu-NHMec substrate, 1536-well (AID 1619) | recombinant M17LAP, H-Leu-NHMec fluorogenic kinetic assay; higher % means a stronger effect | inhibition, % at 30 µM, or IC50 in µM where a hit was titrated | 220,000 compounds, 0.38% hits;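 active = compound inhibiting the enzyme by more than half at any dose during confirmatory dose-response retesting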;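 note: plate controls were full reaction with DMSO carrier for no effect and no enzyme background for full effect; strong numbers were not always called active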
MT stabilize HCS: stabilizes microtubules in HeLa cells; HeLa tubulin immunostaining HCS, 24 h; share of cells brighter than vehicle mean+2SD; % tubulin-high responders, % at 10 µM; 200,000 compounds, 0.83% hits; AID 2205;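 active = plate Z-score above 3 for both tubulin-high and condensed-nucleus cell shares, with cell loss under 80%, at 10 µM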;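 note: anti alpha tubulin signal scored within the nucleus-defined area of each cell; some results filed as inactive read as strong as hits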
Dynein cargo inh cytoplasmic EGFP: further read-out of Dynein cargo inh, marked with its call; z-score; measured here: cytoplasmic GR-EGFP intensity; hits give high values
Dynein cargo inh nuclear GR-EGFP: second read-out of Dynein cargo inh, no call of its own (marks repeat the call); z-score; measured here: nuclear GR-EGFP intensity;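 lower value marks the stronger effect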
Dynein cargo inh cell count: second read-out of Dynein cargo inh, no call of its own (marks repeat the call); z-score; measured here: cell count per field
Ins promoter up cell count: also measured in Ins promoter up; calls as there; cell count; measured here: cytotoxicity, nuclei count;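 total cells summed across four imaged fields per well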
b-catenin transl cell count 5 µM: also measured in b-catenin transl; calls as there; cell count; measured here: cell count, cytotoxicity flag
MT stabilize HCS Hoechst-high %: further read-out of MT stabilize HCS, marked with its call; % Hoechst-high responders; measured here: nuclear condensation Hoechst responders;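 share of cells brighter than vehicle mean plus two SD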
MT stabilize HCS cytotoxicity %: also measured in MT stabilize HCS; calls as there; toxicity, %; measured here: cytotoxicity by cell density;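 0% = mean cell density of plate MIN control wells and 100% = no cells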
Autophagy mod cell loss 18 h: also measured in Autophagy mod; calls as there; toxicity, %; measured here: cell loss, nuclei count;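 cell loss after 18 h compound exposure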
An asterisk follows results filed as active; i = inactive; · = not tested or not shown. This is a subset, so the mix of outcomes need not match the whole.

SMILES	Autophagy mod	Autophagy mod cell loss 18 h	Ins promoter up	Ins promoter up cell count	HEK293 NOD2/NF-kB	Yfh1-off respiration	b-catenin transl	b-catenin transl cell count 5 µM	NOD1 NF-kB reporter	Dynein cargo inh	Dynein cargo inh cytoplasmic EGFP	Dynein cargo inh nuclear GR-EGFP	Dynein cargo inh cell count	M17LAP inhibition	MT stabilize HCS	MT stabilize HCS Hoechst-high %	MT stabilize HCS cytotoxicity %
CC(=O)C1=C(C)NC(SCC(=O)c2cc(Cl)ccc2Cl)=C(C#N)C1c1ccco1 (stereo not given)	i	4.7	-1.56	1096	5.6%	i	-7.1	982	-1.0%	-0.954	1.21	-0.168	-0.17	·	4.6	2.3	7.6
Cc1ccnn1CC(=O)N/N=C/c1c[nH]c2ccccc12	·	·	-0.17	1180	5.0%	i	1.1	1355	-6.7%	0.227	-0.253	0.0373	-0.49	11.8%	·	·	·
Cc1c(C)c(C)c(S(=O)(=O)N2CCSCC2)c(C)c1C	·	·	-0.2	1399	18.0%	i	-2.7	1152	2.2%	0.603	-0.298	0.0554	-0.122	-0.3%	·	·	·
CC(=O)c1cnn(-c2nc3c(C)cccc3s2)c1C	i	0.7	0.88	930	-19.7%	i	2.0	924	-54.7%	-0.0972	0.232	0.36	0.383	19.9%	3.2	1.4	0.4
O=[N+]([O-])c1ccc(Cl)c(/C=N/N2CCN(Cc3ccccc3Cl)CC2)c1	i	39.9	0.06	1527	22.8%	i	-1.4	1368	24.4%	-1.24	-0.16	0.0933	-0.649	-11.7%	3.2	2.0	6.7
CCn1c(N)c(Br)c(=O)[nH]c1=O	i	1.6	-0.25	1365	15.2%	i	-1.6	1141	-25.1%	0.473	-0.314	0.506	-0.375	-2.9%	3.4	1.6	8.8
O=C(COC(=O)c1cnccn1)c1ccc(OC(=O)c2ccccc2)cc1	i	4.7	0.57	1617	0.3%	i	-0.7	1060	-36.7%	-0.509	-0.084	-0.874	0.273	-3.0%	3.0	1.5	5.4
Cc1cc(C)n(-c2nnc(Cl)c3ccccc23)n1	i	-0.5	0.09	1451	8.9%	i	0.0	1490	-12.7%	-1.65	-0.261	-0.74	0.555	0.2%	6.5	2.6	7.7
CCOC(=O)Cc1csc(NC(=O)COc2ccccc2OCC)n1	i	1.0	-0.04	1507	7.8%	i	-1.2	1357	-7.7%	1.12	-0.0392	-0.0361	-1.22	3.9%	1.5	2.0	2.1
COc1ccc2c(c1)O[C@@H](c1cccc(C(F)(F)F)c1)[C@H](O)C2=O	i	-7.3	-0.71	988	-1.1%	·	·	·	-2.4%	1.24	-0.306	0.863	0.495	15.0%	2.9	3.8	9.1
CC(C)c1ccc2oc(-c3ccc(NC(=O)c4ncn[nH]4)cc3)nc2c1	i	-3.4	0.1	1246	-56.0%	i	-0.7	1088	-42.6%	-1.18	-0.227	-0.589	0.102	-2.4%	3.3	2.9	7.0
COC(=O)c1ccccc1NC(=O)Oc1ccc(C(C)C)cc1	i	8.5	·	·	6.2%	i	·	·	9.4%	0.287	-0.215	-0.16	-0.23	15.0%	1.2	1.7	1.1
O=C(NC1=NCCS1)C1Cc2ccccc2CN1C(=O)c1ccccc1 (stereo not given)	i	3.5	3.06*	1276*	-16.0%	i	-0.5	1172	-0.3%	1.21	-0.0764	0.526	-2.28	-1.9%	4.8	2.5	5.5
CC1CC(C)CN(C(=O)Cn2c(=O)n(CCCCC(=O)NC3CCCC3)c(=O)c3ccccc32)C1 (stereo not given)	i	-2.8	-0.15	1305	7.4%	i	0.1	1088	-15.0%	-0.239	-0.271	0.0623	0.484	1.6%	3.9	2.8	2.2
COC(=O)c1ccc(COc2cc(O)c3c(c2)OC(C)(C)CC3=O)cc1	i	-4.9	-0.51	802	11.5%	i	-1.2	1168	9.5%	-0.299	-0.272	-0.216	-0.000688	-11.0%	3.1	2.0	6.0
COC(=O)CSc1nc2c(c(C3CC=CCC3)c1C#N)CCC2 (stereo not given)	i	-1.6	·	·	2.0%	i	-5.1	545	-4.2%	-0.513	-0.228	-0.299	-0.203	-1.3%	3.0	2.8	4.5
Cc1ccc(Nc2cc(-n3nc(C)cc3C)ncn2)cc1	i	-6.7	-0.24	1863	-7.1%	i	0.2	1058	·	-0.888	-0.253	-0.0746	-0.627	2.8%	0.9	1.7	7.1
OC(CC#CCN1CCCC1)(c1ccccc1)c1ccccc1	·	·	-0.43	1063	10.6%	·	0.4	1253	-2.4%	2.13	-0.0504	1.59	-2.13	·	·	·	·
CCCOc1ccc(Cc2nn3c(=O)/c(=C/c4ccco4)sc3nc2=O)cc1	i	15.0	-0.23	1453	7.2%	i	3.8	1389	1.6%	-0.587	-0.294	-0.231	0.587	30.7%	4.4	4.2	7.9
CC(=O)Nc1nc(-c2cc([N+](=O)[O-])cs2)cs1	i	-4.2	-0.58	1486	-12.2%	i	-0.3	1061	-50.5%	0.245	-0.261	0.36	0.791	17.0%	3.1	1.5	9.9
CCO[C@H]1OC(C(=O)NC2CC2)=C[C@@H](c2csc3ccccc23)[C@@H]1CCCO	i	18.1	0.29	1363	-2.8%	i	-1.3	1047	-3.2%	0.179	-0.277	0.505	-0.776	-6.8%	1.2	1.2	4.7
COc1ccc(Cn2c(C)ccc2C)cc1	i	-2.0	1.3	998	1.8%	i	·	·	-7.9%	0.598	-0.205	0.832	0.512	-0.8%	1.9	1.2	4.3
Cc1cccc(/C=N/n2c(C)cc(C)c(C#N)c2=O)c1	i	16.9	·	·	14.1%	i	1.0	1236	-22.1%	0.88	-0.249	0.142	0.216	-12.8%	4.4	2.0	6.2
O=c1[nH]c2cc3c(cc2cc1CN(Cc1cccnc1)C(=S)NCc1ccco1)OCO3	i	-5.9	-0.63	1399	13.2%	i	-1.2	1086	-25.7%	0.282	-0.334	0.0629	0.16	-4.1%	2.0	2.3	5.6
Cc1cc([N+](=O)[O-])ccc1NC(=O)/C=C/c1cccs1	i	7.9	-0.28	1417	-39.7%	i	-1.2	1131	-22.0%	0.109	-0.00772	0.0741	-0.206	8.9%	6.4	2.0	5.3
CCC(=O)OCC(=O)Nc1cc([N+](=O)[O-])ccc1OC	i	32.6	-0.7	1325	11.0%	i	-2.1	1061	-44.1%	1.03	-0.224	0.438	-0.85	6.8%	1.5	1.8	6.4
Cc1ccc(-c2noc(=O)n2CC(=O)Nc2ccc(S(=O)(=O)NC3CC3)cc2)cc1	i	-7.4	·	·	-1.3%	i	·	·	-6.2%	0.192	-0.171	-0.192	0.549	-1.2%	1.4	0.4	7.6
O=C(/C=C/c1ccc([N+](=O)[O-])cc1)OCc1cnc(-c2ccccc2)o1	i	23.3	0.19	1247	-1.8%	i	0.3	1080	-16.1%	-0.543	-0.336	-0.25	0.985	13.1%	2.7	2.5	8.6
Cc1cccc(NC(=O)CSc2nnc(CCCCCNC(=O)OC(C)(C)C)o2)c1C	i	-5.7	0.37	692	-4.1%	i	1.2	1079	5.4%	-0.694	-0.207	-0.0233	0.183	-1.6%	3.7	3.2	13.3
O=C(CSc1ccc(-c2ccco2)nn1)N1CCCC1	i	0.9	0.19	1258	-12.1%	i	-1.5	1110	-21.4%	-1.22	-0.181	-0.681	1.13	3.0%	3.1	3.1	6.6
COC(=O)c1ccccc1NC=C1C(=O)OC2(CCCCC2)OC1=O	i	12.9	0.91	1334	-13.6%	·	-0.7	1127	-16.3%	-0.0984	-0.314	0.531	0.0299	6.0%	2.4	1.4	2.5
CSCCC1NC(=O)N(CC(=O)Nc2ccc(N3CCCCC3)cc2)C1=O (stereo not given)	i	-11.6	-0.27	1049	-11.2%	i	0.1	1173	-30.5%	-0.909	-0.193	-0.269	0.65	14.1%	2.7	2.3	12.2
CC(=O)c1nnn(-c2ccc([N+](=O)[O-])cc2)c1C	i	7.7	-0.42	1152	6.4%	i	-0.4	1128	-7.2%	-1.09	-0.337	-0.516	0.893	17.7%	2.5	1.3	4.4
CC(C)Cc1nnc(NC(=O)c2cc3c(s2)CCC3)s1	·	·	-1.35	1118	-83.5%	i	-0.8	1351	1.1%	-0.27	-0.128	0.37	0.398	-5.1%	·	·	·
CCOC(=O)/C(C#N)=C/N=c1ccc(C)cn1C	·	·	0.84	1515	18.3%	i	-1.8	983	5.2%	0.267	-0.113	0.0501	-0.0146	12.6%	·	·	·
Cc1ccc(S(=O)(=O)N2CCC(C(=O)NCCCOC(C)C)CC2)cc1	i	6.1	0.02	1600	2.4%	i	-3.0	1431	7.5%	-0.206	-0.204	-0.85	0.539	-15.7%	2.9	2.2	6.8
CS(=O)(=O)N1N=C(c2ccco2)CC1c1ccccc1 (stereo not given)	i	6.6	0.04	1463	-3.7%	i	-0.4	1048	-27.9%	-0.198	-0.224	-0.22	-0.136	-1.1%	2.4	2.2	6.4

An excerpt from above with just Ins promoter up cell count and MT stabilize HCS.
smiles | Ins promoter up cell count | MT stabilize HCS
Cc1cc([N+](=O)[O-])ccc1NC(=O)/C=C/c1cccs1 | 1417 | 6.4
CCC(=O)OCC(=O)Nc1cc([N+](=O)[O-])ccc1OC | 1325 | 1.5
